# IDH1 R132H inh – human IDH1 R132H inhibition; AID 602179; hit rate 0.093% among 390,000; Potency, µM (top dose mostly 76.6 µM), for inactives: at the highest dose activity change, negative = inhibition, usual class: inhibitors; O75874; IDH1-R132H enzyme, NADPH consumption, diaphorase/resazurin fluorescence; note: potency is the fitted concentration of half-maximal effect; % is set by controls: 0 for no effect and ±100 for the full control effect; nearly all actives have a fitted effect of over 65% in size
#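 IDH1-R132H (0.5 ug/mL dispensed) in pH 7.5 Tris buffer was preincubated 30 min with compound, then given a substrate mix of 0.016 mM NADPH and 2 mM alpha-KG for 80 min at room temperature; remaining NADPH was read by diaphorase/resazurin fluorescence.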
# rTrxR1 inhibitor – inhibitors of rat thioredoxin reductase 1 | O89049 | recombinant rTrxR1, NADPH fluorescence consumption, selenite substrate | Potency, µM (titrated, usually from 114 µM), for the others: at the top dose activity change, negative = inhibition, actives largely listed as inhibitors | hit rate 1% among 390,000 | AID 588453; note: potency is the fitted concentration of half-maximal effect; % is set by controls: 0 for no effect and ±100 for the full control effect; nearly all actives have a fitted effect of over 65% in size
#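 Rat TrxR1 (90 nM in the dispensed reagent) was pre-reduced with 400 uM NADPH for 5 min at room temperature, then incubated with compound for 15 min. After 400 uM selenite was added, NADPH fluorescence (Ex 340/Em 450 nm) was followed for 8 min.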
# TRHR PAM – TRH receptor (human) allosteric enhancement | P34981 | TRHR cells, fluo-8 calcium fluorescence, EC20 TRH enhancement | enhancement, % at 2 µM | hit rate 0.66% among 360,000 | AID 493056; in the data active = enhancement above about 30%; note: 0% is about no effect
#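 Enhancer read-out: after compound pinning and an initial kinetic agonist-mode read, an EC20 of TRH (10 nM final) was injected and fluo-8 calcium signal (Ex 480/Em 530) followed at 1 s/cycle for 100 cycles in TRHR-expressing cells.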
# TRHR ag – activates the human TRH receptor; P34981; activation, % at 2 µM; TRHR cells, calcium flux fluo-8, FDSS agonist mode; hit rate 0.18% among 360,000; in the data active = activation above about 30%; note: 0% is about no effect
#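 TRHR-expressing cells loaded with fluo-8 calcium dye; 23 nL library compound pin-transferred, kinetic FDSS fluorescence (Ex 480/Em 530) recorded about 180 s for agonist-induced calcium release, before a 10 nM TRH EC20 addition for potentiator mode.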
# D2 antag – D2 dopamine receptor (human) antagonism; hit rate 2% among 340,000; P14416; AID 485344; HEK293 TREx D2 cells, calcium flux, dopamine EC80; inhibition, % at 10 µM; in the data active = inhibition above about 30%; note: 0% is about no effect
#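 Calcium flux kinetic readout in an inducible HEK293 TREx D2 line plated overnight at 30 C. After 180 s compound exposure, an EC80 dopamine challenge follows with another 180 s kinetic read to detect antagonism.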
# PI4K2A block – blocks human PI4K2A kinase activity. purified PI4K2A, ADP-Glo luminescence, 1 h; hits give low values. activity change, negative = inhibition, % at 76.9 µM. hit rate 0.13% among 420,000. AID 1346378; in the data active = activity change below about -50%; inconclusive = mostly about -30% to -49%;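 note: -100% = wells without enzyme as full effect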
#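 In this quantitative HTS, ADP production by PI4K2A was quantified luminescently after 1 h at ambient temperature; 100 microM adenosine served as plate-quality control.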
# USP1-UAF1 inh – blocks the human USP1/UAF1 deubiquitinase complex | recombinant USP1/UAF1, Ub-Rhodamine cleavage fluorescence | hit rate 0.23% among 390,000 | O94782 | Potency, µM (titrated, usually from 57.1 µM), for the others: at the top dose activity change, negative = inhibition, hits mostly inhibitors; note: potency is the fitted concentration of half-maximal effect; % is set by controls: 0 for no effect and ±100 for the full control effect; nearly all actives have a fitted effect of over 60% in size; inactives centre near -12
# Target sequence (O94782 whole entry, looked up): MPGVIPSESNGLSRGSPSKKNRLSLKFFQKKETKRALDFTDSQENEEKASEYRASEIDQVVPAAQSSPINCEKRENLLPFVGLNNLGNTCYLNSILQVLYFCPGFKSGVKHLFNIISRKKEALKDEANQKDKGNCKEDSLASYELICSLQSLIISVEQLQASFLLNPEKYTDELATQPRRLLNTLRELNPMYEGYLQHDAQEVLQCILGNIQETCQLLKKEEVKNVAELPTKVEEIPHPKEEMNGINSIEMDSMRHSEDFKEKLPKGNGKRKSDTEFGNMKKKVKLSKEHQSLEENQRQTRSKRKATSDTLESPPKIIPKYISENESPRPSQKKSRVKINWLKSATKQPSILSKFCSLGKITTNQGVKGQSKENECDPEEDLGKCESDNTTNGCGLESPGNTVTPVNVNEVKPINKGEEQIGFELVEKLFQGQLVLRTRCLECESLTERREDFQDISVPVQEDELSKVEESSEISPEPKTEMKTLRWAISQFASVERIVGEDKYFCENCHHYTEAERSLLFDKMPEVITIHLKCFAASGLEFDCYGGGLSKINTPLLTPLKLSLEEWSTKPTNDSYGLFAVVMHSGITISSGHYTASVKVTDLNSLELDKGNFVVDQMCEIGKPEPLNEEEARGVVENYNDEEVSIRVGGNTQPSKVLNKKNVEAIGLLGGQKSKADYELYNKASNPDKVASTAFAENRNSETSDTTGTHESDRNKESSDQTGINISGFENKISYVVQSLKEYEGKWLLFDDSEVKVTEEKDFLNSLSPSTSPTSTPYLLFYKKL
#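 1 nM enzyme complex + cpd, 15 min RT; start with Ub-Rho 150nM final; kinetic fluorescence ex 480/em 540, 6 reads q60 s. Buffer 50mM HEPES pH 7.8, 0.5mM EDTA, 0.1 mg/ml BSA, 1mM TCEP, 0.01% Tween-20.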
# D2 agonist – agonists of human D2 dopamine receptor | P14416 | activation, % at 2 µM | HEK293 T-REx D2 cells, calcium flux agonist mode | AID 485358 | hit rate 0.53% among 340,000;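 active = activation over 3 SD above normal in the single-dose calcium agonist read, cut at about 30% in these data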; note: 0% is about no effect
#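 Tetracycline-induced HEK293 T-REx cells with force-coupled D2 receptor, plated overnight at 30 C, loaded with no-wash calcium dye. After a 10 s baseline, compound was pin-added and calcium flux read kinetically for 180 s; calcium rises flagged agonists.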
# TrxR1 substrate – is turned over as a substrate by rat TrxR1. Potency, µM (highest dose often 114 µM), without a hit: top-dose activity change, negative = substrate turnover. hit rate 0.01% among 390,000. purified TrxR1 substrate turnover, NADPH consumption readout. AID 588456. O89049; note: potency is the fitted concentration of half-maximal effect; % is set by controls: 0 for no effect and ±100 for the full control effect; nearly all actives have a fitted effect of over 50% in size
#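 Rat TrxR1, dispensed at 90 nM, was prereduced with 400 uM NADPH (final) for 5 min at ~22 deg C, then incubated with compound 15 min before 400 uM selenite. A first-read NADPH fluorescence drop versus no-compound background flagged substrates.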
# * marks the source's active call; other numbers are inactive results; ? = inconclusive; nt = not tested or not shown; & = joins results of further samples; [ ] = remark or other dose. Unless noted, calls come from the whole dose curve; as a rule, active = well fitted inhibition curve with a large enough effect; inconclusive = small, poorly fitted or top-dose-only effect; inactive = no such curve, though single readings can be large or run the other way. Outcome played no part in choosing rows; overall some 3.9% were active at least once.
SMILES,IDH1 R132H inh,rTrxR1 inhibitor,TRHR PAM,TRHR ag,D2 antag,PI4K2A block,USP1-UAF1 inh,D2 agonist,TrxR1 substrate
CN1CCc2c(n(CC(O)CN(CCO)CCO)c3ccccc23)C1=O (stereo unspecified),-3.7%,7.1%,3.1,-0.8,6.5,5.3,-16.8%,-2.9,3.4%
O=[N+]([O-])c1cncc([N+](=O)[O-])c1Nc1ccccc1Cl,8.2%,16.8%,1.7,0.2,-22.7,-2.8,-8.8%,2.1,-7.6%
Clc1ccc(CCNc2ncnc3nc[nH]c23)cc1,9.5%,15.0%,4.4,-0.6,-3.1,-2.7,-12.4%,-1.4,1.5%
O=C(NC1CCN(C(=O)NCc2ccccc2)CC1)c1ccccc1,-6.6%,-5.5%[57.1 µM],-4.5,0.1,nt,1.2,-3.2%,nt,-3.9%[57.1 µM]
CCN(CC)c1ccc(NS(=O)(=O)c2cc(-c3onc(C)c3C)ccc2OC)c(C)c1,-2.8%,13.5%[57.1 µM],1.1,0.1,nt,1.9,-4.5%,0.1,0.1%[57.1 µM]
CC(C)(C)c1ccc(COC(=O)Nc2ccc(F)cc2)cc1,1.4%,15.4%,8.3,-0.5,3.6,0.0,-15.8%,-2.7,5.2%[57.1 µM]
CC(C)C(=O)Nc1cccc(C(=O)Nc2nncs2)c1,4.9%,3.8%,1.4,0.2,-27.0,4.3,-18.7%,0.6,-1.6%
Cc1nc2ncnn2c(C)c1CCC(=O)N1CCc2ccccc2C1,2.7%,14.2%,5.8,0.3,7.1,-3.0,-18.4%,3.1,1.0%
COc1ccc(CNC(=O)c2nc(SCc3ccc(C)cc3)ncc2Cl)cc1,-7.1%,22.1%,-3.9,6.1,nt,1.2,-10.9%,1.0,1.0%
Cc1nc(=O)c(-c2ccccc2)c(C)n1-c1ccccc1O,1.1%,23.5%[57.1 µM],-0.5,0.4,-1.8,1.6,-1.3%,0.2,-14.4%
CC(=O)Nc1ccc(C2(c3ccc(NC(C)=O)cc3)C(=O)Nc3ccccc32)cc1,0.0%,8.0%,-8.9,0.6,nt,3.1,-11.8%,nt,2.4%
COc1ccc(CNC(=O)C(c2ccncc2)N(C(=O)Cc2cccs2)c2ccc(C)cc2)cc1 (stereo unspecified),-1.5%,14.1%,-2.2,0.2,7.3,-3.2,-1.0%,-0.6,5.3%
CCC(Sc1nnc(-c2ccc(OC)cc2)c(-c2ccc(OC)cc2)n1)C(=O)Nc1cccc(OC)c1 (stereo unspecified),-5.8%,19.6%[57.1 µM],0.5,0.4,nt,-10.5,-13.5%,0.8,1.3%[57.1 µM]
COc1cc(N)c(Cl)cc1C(=O)OCC(=O)N1CCCC1,-2.8%,11.1%[57.1 µM],-1.4,0.0,31.6*,-1.1,-4.5%,0.5,10.5%[0.0914 µM]
Cc1ccc(NC(=O)Nc2ccon2)cc1,4.6%,26.9%,-4.0,-0.2,0.7,-6.1,-21.9%,0.5,1.3%
CCOc1ccc(CC(=O)NNC(=S)NC)cc1,9.5%,18.6%[57.1 µM],-1.7,0.6,6.4,1.8,-11.4%,1.2,-1.8%[57.1 µM]
COc1ccc(N2CCN(C(=O)CNC(=O)c3ccc(Br)o3)CC2)cc1,3.7%,-0.6%,-3.3,0.6,-1.9,0.5,-5.2%,0.8,-2.8%
CSc1nccc(-c2nn(-c3ccc(C)cc3)ccc2=O)n1,6.4%,-3.2%,-5.5,-1.3,-1.0,-1.8,-23.0%,-0.1,5.2%
CSc1ccc(C(=O)N2CCC(n3nccc3NC(=O)C3CC3)CC2)cc1,-10.6%,8.9%,-9.0,0.0,nt,-2.1,-6.7%,nt,-1.3%
Clc1ccc(CN=C(Nc2ccccc2)NC2CCCCC2)cc1,5.6%,28.2%[57.1 µM],0.6,4.1,9.8,-2.0,-5.6%,0.7,1.2%[57.1 µM]
COC(=O)c1cccc(N(CC(=O)NC2CCCC2)C(=O)CCC(=O)Nc2cc(C)on2)c1,-0.6%,-10.0%,-3.6,-0.3,4.2,0.1,-22.7%,1.1,-6.9%
COc1ccc(-c2cc(C(=O)Nc3c(C(=O)c4ccc(Cl)cc4)oc4ccccc34)no2)cc1,-5.7%,21.9%,-2.1,-0.1,nt,-4.2,-3.9%,1.4,4.9%
CCOC(=O)c1c(-c2ccc(OC)c(OC)c2)csc1NC(=O)C1CCCO1 (stereo unspecified),6.5%,32.2%[57.1 µM],-1.8,-1.5,-11.3,1.5,-17.8%,-1.1,10.0%[57.1 µM]
Cc1c(-c2nnc(-c3ccc(C(F)(F)F)cc3)o2)cnn1-c1ccccc1,0.4%,19.3%,-5.1,0.4,1.2,6.7,-2.9%,-0.3,6.0%
Cc1cc(C)cc(-n2ncc3c2CCCC3NC(=O)c2ccccc2N2CCOCC2)c1 (stereo unspecified),-11.5%,15.4%,-4.3,0.2,nt,-3.3,-26.1%,nt,7.2%

# More entries follow:
SMILES,IDH1 R132H inh,rTrxR1 inhibitor,TRHR PAM,TRHR ag,D2 antag,PI4K2A block,USP1-UAF1 inh,D2 agonist,TrxR1 substrate
Cc1ccc(-n2c(CCC(=O)O)ccc2-c2cccs2)cc1C,-2.2%&-2.9%,44.7µM*,-2.3&3.5,0.0&-0.8,1.8,4.1&-15.9,-3.5%&-25.2%,-0.3&-0.2,14.6%&20.0%
O=C(NCCS(=O)(=O)N1CCN(c2ccc(F)cc2)CC1)C12CC3CC(CC(C3)C1)C2,2.9%,-5.4%,2.8,-0.7,12.3,4.3,-16.0%,1.2,-9.6%
COC(=O)C1N[C@@H]([C@@H](NC(=O)COc2ccccc2)C(=O)NCc2ccsc2)SC1(C)C (stereo partly specified),3.8%,11.3%&20.9%,nt,nt,nt,1.6,-8.1%,nt,6.1%[57.1 µM]
COC(=O)CCC(=O)Nc1ccc(NC(=O)CCC(=O)OC)cc1,13.1%,9.7%[57.1 µM],25.7,0.2,-3.1,1.6,-13.4%,1.0,5.4%
CCC(CC)C(=O)Oc1c(Sc2ccccc2[N+](=O)[O-])c(C)nn1C(C)(C)C,2.9%,-1.1%,14.5,1.8,-10.0,-4.0,-10.2%,1.5,-6.0%
O=C(O)CN1C(=O)CC(Cc2ccc(Cl)cc2)C1=O (stereo unspecified),2.8%,20.4%,-2.6,-0.3,3.7,2.2,-4.3%,-0.1,8.2%
CCNC(=O)C/C(C)=N/NC(=O)C(=O)Nc1ccc(CC)cc1,-0.2%,?,1.1,0.6,-14.5,-0.5,-18.2%,0.1,-2.7%
COc1cc(C(=O)O/N=C2\C=CC(=O)C=C2C)cc(OC)c1OC,5.0%,?,7.6,0.3,49.8*,9.2,-18.5%,0.9,1.3%
Cc1c(NC(=O)COC(=O)C2=COCCO2)cccc1[N+](=O)[O-],4.5%,-12.4%,17.1,-0.1,-13.3,2.0,-9.6%,-0.1,-2.8%
Cc1ccc(S(=O)(=O)CCC(=O)OCC(=O)NC2CCS(=O)(=O)C2)cc1 (stereo unspecified),-0.9%,-4.3%,1.4,0.1,19.2,-1.3,-3.8%,0.1,2.6%
O=C(Oc1c(Cl)cc(Cl)c2cccnc12)c1cccs1,-0.7%,9.1%[57.1 µM],-6.1,0.1,7.5,-18.7,-11.0%,0.4,-0.9%[57.1 µM]
Cc1sc(NC(=O)c2cc(-c3ccc(Cl)cc3)nc3ccccc23)c(C(N)=O)c1C,2.6%,5.3%[57.1 µM],1.9,0.3,3.7,-0.2,-1.0%,0.7,7.0%[57.1 µM]
CCn1cnc2c(oc3ccccc32)c1=O,-12.2%,9.6%,-1.3,0.3,-0.7,1.6,-9.6%,0.8,-3.1%
COc1cccc(-n2c(=S)sc3c(=O)n(-c4ccccc4OC)c(SCC4OCCO4)nc32)c1,2.3%,25.5%,-9.5,0.6,-7.6,-0.7,-24.2%,0.3,-1.7%

# Gathered by group, the compounds so far containing a thiophene ring, fused or not (6)
SMILES,IDH1 R132H inh,rTrxR1 inhibitor,TRHR PAM,TRHR ag,D2 antag,PI4K2A block,USP1-UAF1 inh,D2 agonist,TrxR1 substrate
COc1ccc(CNC(=O)C(c2ccncc2)N(C(=O)Cc2cccs2)c2ccc(C)cc2)cc1 (stereo unspecified),-1.5%,14.1%,-2.2,0.2,7.3,-3.2,-1.0%,-0.6,5.3%
CCOC(=O)c1c(-c2ccc(OC)c(OC)c2)csc1NC(=O)C1CCCO1 (stereo unspecified),6.5%,32.2%[57.1 µM],-1.8,-1.5,-11.3,1.5,-17.8%,-1.1,10.0%[57.1 µM]
Cc1ccc(-n2c(CCC(=O)O)ccc2-c2cccs2)cc1C,-2.2%&-2.9%,44.7µM*,-2.3&3.5,0.0&-0.8,1.8,4.1&-15.9,-3.5%&-25.2%,-0.3&-0.2,14.6%&20.0%
COC(=O)C1N[C@@H]([C@@H](NC(=O)COc2ccccc2)C(=O)NCc2ccsc2)SC1(C)C (stereo partly specified),3.8%,11.3%&20.9%,nt,nt,nt,1.6,-8.1%,nt,6.1%[57.1 µM]
O=C(Oc1c(Cl)cc(Cl)c2cccnc12)c1cccs1,-0.7%,9.1%[57.1 µM],-6.1,0.1,7.5,-18.7,-11.0%,0.4,-0.9%[57.1 µM]
Cc1sc(NC(=O)c2cc(-c3ccc(Cl)cc3)nc3ccccc23)c(C(N)=O)c1C,2.6%,5.3%[57.1 µM],1.9,0.3,3.7,-0.2,-1.0%,0.7,7.0%[57.1 µM]

# From PubChem
